ABCG2 inh: human ABCG2 inhibition, ABCB1 as counter-screen; Q9UNQ0; IgMXP3 cells, JC-1 efflux, flow cytometry; inhibition, % at 6.6 µM; 0.1% of 190,000 active; AID 1325;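 active = inhibition above 80%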;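 also: 0% = DMSO and 100% = nicardipine control wells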
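test system = two drug-resistant human cell lines, ABCG2 and ABCB1 | amount = 3 million cells/mL final, two lines in 1:1 ratio | reagent = JC-1 transporter substrate | doses = one concentration, 6.6 µM final | incubation = 10 min at 25 °C | signal = flow cytometric JC-1 green MFI at 530 nm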
RGS4-Gao reg: human RGS4-Galphao interaction regulation; P09471; Multiplexed bead flow cytometry, RGS4-Galphao binding; actives lie on both sides; binding response (% of control), % at 10 µM; 0.33% of 220,000 active; AID 1415; in the data active = binding response below about 49% or above about 150%; inactive = in between;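 also: fluorescent Galphao activated with aluminum fluoride binding bead-coupled RGS4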
Bim-Bfl-1: human Bim-Bfl-1 interaction inhibition. Bead-based flow cytometry, Bim-Bfl-1 binding inhibition. inhibition, % at 10 µM. 0.12% of 190,000 active;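 also: 0% = wells without compound plus tracer and 100% = blocker peptide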
Bcl-W Bim block: disrupts Bim peptide binding to human Bcl-W; Q92843; bead-based flow cytometry; inhibition, % at 10 µM; 0.02% of 190,000 active;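 also: 0% = bound tracer without compound and 100% = peptide blocker; higher means less fluorescent Bim peptide bound to Bcl-W beads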
ABCB1 inh: human ABCB1 inhibition, ABCG2 as counter-screen. AID 1326. inhibition, % at 6.6 µM. 0.067% of 190,000 active. CCRF-Adr cells, JC-1 efflux, flow cytometry; in the data active = inhibition above about 40%;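 also: 0% = vehicle and 100% = reference inhibitor; higher value means more JC-1 retained so stronger ABCB1 efflux block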
Mcl-1 Bim block: human Bim-Mcl-1 interaction inhibition; inhibition, % at 10 µM; 0.1% of 190,000 active; Bead-based flow cytometry, Bim peptide-Mcl-1 binding; Q07820;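 also: 0% = no compound tracer wells and 100% = peptide blocker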
Target sequence (Q07820 whole entry, looked up): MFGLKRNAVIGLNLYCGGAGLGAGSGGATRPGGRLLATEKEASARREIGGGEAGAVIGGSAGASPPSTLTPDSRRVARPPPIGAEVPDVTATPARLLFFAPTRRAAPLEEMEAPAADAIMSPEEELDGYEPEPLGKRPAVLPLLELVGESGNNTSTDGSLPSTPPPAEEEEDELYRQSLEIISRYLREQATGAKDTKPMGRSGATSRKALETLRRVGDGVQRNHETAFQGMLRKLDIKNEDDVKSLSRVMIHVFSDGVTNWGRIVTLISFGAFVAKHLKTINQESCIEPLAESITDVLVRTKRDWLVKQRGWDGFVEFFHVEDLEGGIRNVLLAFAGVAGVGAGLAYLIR
RGS8-Gao reg: human RGS8-Galphao interaction regulation; P09471; multiplexed bead flow cytometry, RGS8-Galphao binding; actives lie on both sides; response (percent of control binding), % at 10 µM; 0.34% of 220,000 active; AID 1423; in the data active = response below about 60% or above about 140%; inactive = in between;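 also: Galphao activated as the GDP aluminium fluoride complex binding bead-coupled RGS8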
Bim-Bcl-2: inhibitors of Bim-Bcl-2 interaction, human; Bead-based flow cytometry, Bim peptide-Bcl-2 binding; 0.06% of 190,000 active; AID 950; inhibition, % at 10 µM; P10415; in the data active = inhibition above about 40%;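 also: 0% = no compound wells with probe peptide and 100% = reference peptide inhibitor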
Target sequence (P10415 whole entry, looked up): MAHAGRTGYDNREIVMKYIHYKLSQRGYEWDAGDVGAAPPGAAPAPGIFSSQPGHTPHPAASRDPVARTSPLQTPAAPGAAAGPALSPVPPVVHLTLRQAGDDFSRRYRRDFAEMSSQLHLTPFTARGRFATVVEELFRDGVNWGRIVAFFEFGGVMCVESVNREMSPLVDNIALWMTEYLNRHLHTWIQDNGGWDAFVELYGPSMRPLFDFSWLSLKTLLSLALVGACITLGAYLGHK
Bim-Bcl-B: disrupts Bim peptide binding to human Bcl-B | Q9HD36 | bead-based flow cytometry | inhibition, % at 10 µM | 0.073% of 190,000 active | AID 951;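 also: 0% = tracer peptide without compound and 100% = reference inhibitor peptide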
Target sequence (Q9HD36 whole entry, looked up): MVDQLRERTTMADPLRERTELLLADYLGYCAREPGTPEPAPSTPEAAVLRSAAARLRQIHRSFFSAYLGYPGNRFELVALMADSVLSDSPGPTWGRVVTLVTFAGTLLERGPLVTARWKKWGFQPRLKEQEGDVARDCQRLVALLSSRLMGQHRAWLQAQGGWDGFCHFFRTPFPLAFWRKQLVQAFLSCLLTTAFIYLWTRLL
Bcl-XL Bim block: human Bim-Bcl-XL interaction inhibition; Q07817; Bim peptide-Bcl-XL binding, bead flow cytometry, fluorescence; inhibition, % at 10 µM; 0.04% of 190,000 active; AID 1007
RGS7-Gao: regulators of human RGS7-Galphao interaction; Multiplexed bead flow cytometry, RGS7-Galphao binding; actives lie on both sides; binding response (% of control), % at 10 µM; 0.35% of 220,000 active; AID 1439; in the data active = binding response below about 49% or above about 150%;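 also: fluorescent Galphao held in activated GDP-AlF4 state binding bead-coupled RGS7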
Numbers without * were called inactive; . = no result given. Rule as the data show it, unless noted: active = inhibition above about 40%. Compounds as they come; any-hit rate near 0.94%.

Codes: A = ABCG2 inh; B = RGS4-Gao reg; C = Bim-Bfl-1; D = Bcl-W Bim block; E = ABCB1 inh; F = Mcl-1 Bim block; G = RGS8-Gao reg; H = Bim-Bcl-2; I = Bim-Bcl-B; J = Bcl-XL Bim block; K = RGS7-Gao
1. OC1(c2ccccc2F)CCN(Cc2nnnn2Cc2ccc(F)cc2)CC1
  A: 0.8; B: 102.5; C: -8.0; D: -3.0; E: 0.3; F: -1.0; G: 106.9; H: -5.0; I: -3.0; J: -4.0; K: 102.4
2. O=C(CN1C(=O)NC2(CCCCCC2)C1=O)Nc1ccc(S(=O)(=O)N2CCOCC2)cc1
  A: -2.7; B: 101.0; C: -18.0; D: 0.0; E: 0.2; F: -2.0; G: 99.3; H: -10.0; I: -10.0; J: -7.0; K: 99.2
3. Cn1c(=O)c2c(nc(N3CCOCC3)n2Cc2c(F)cccc2Cl)n(C)c1=O
  A: 0.1; B: 104.8; C: -12.0; D: 2.0; E: 0.0; F: 3.0; G: 103.1; H: -2.0; I: -7.0; J: -3.0; K: 105.5
4. COc1ccccc1NS(=O)(=O)c1ccc(N/N=C/c2c(C)nn(-c3ccccc3)c2N2CCCC2)c([N+](=O)[O-])c1
  A: 0.9; B: 94.1; C: 2.0; D: 3.0; E: 4.7; F: -1.0; G: 105.8; H: 4.0; I: 3.0; J: -1.0; K: 93.8
5. Cc1ccc(-c2nn3c(C)nnc3s2)cc1NCc1c(F)cccc1Cl
  A: 11.2; B: 97.7; C: -4.0; D: 0.0; E: 1.9; F: -1.0; G: 101.4; H: -3.0; I: 0.0; J: 0.0; K: 98.5
6. CC(C)(C)n1nnnc1C(c1cccnc1)N(Cc1ccccc1)Cc1ccco1 (stereo not drawn)
  A: 3.4; B: 99.2; C: -6.0; D: 2.0; E: 2.0; F: 1.0; G: 100.1; H: -3.0; I: -6.0; J: 0.0; K: 94.2
7. O=C(NNc1ccccc1[N+](=O)[O-])Nc1ccc(Cl)c(Cl)c1
  A: 7.6; B: 106.0; C: 0.0; D: -1.0; E: 0.3; F: -2.0; G: 104.2; H: -2.0; I: -5.0; J: 0.0; K: 106.9
8. FCCCOc1ccc(-c2nccc(-c3ccc(F)cc3)n2)cc1
  A: 4.1; B: 98.9; C: -18.0; D: -1.0; E: 0.4; F: -6.0; G: 99.0; H: -11.0; I: -14.0; J: -14.0; K: 101.0
9. COc1ccccc1C(=O)ON=C1c2ccccc2-c2ccccc21
  A: -7.0; B: 95.9; C: 0.0; D: -1.0; E: -2.4; F: -3.0; G: 79.9; H: -2.0; I: -3.0; J: -6.0; K: 92.5
10. CO/N=C/NC(=O)c1cn(-c2ccc(F)cc2)c(=O)c2ccccc12
  A: 1.7; B: 124.2; C: -2.0; D: -3.0; E: 0.4; F: -3.0; G: 125.2; H: 0.0; I: 0.0; J: 0.0; K: 128.2
11. O=C(O)CC1CCC(=C(Cl)Cl)C1 (stereo not drawn)
  A: 0.5; B: 94.8; C: -2.0; D: -2.0; E: 0.2; F: 0.0; G: 95.0; H: 0.0; I: -1.0; J: 0.0; K: 94.4
12. Cc1ccc(NC(=S)N2CCC(N(C)CC3CCCO3)CC2)c(C)c1 (stereo not drawn)
  A: 23.7; B: 102.4; C: -23.0; D: -2.0; E: 0.7; F: -4.0; G: 100.5; H: -15.0; I: -9.0; J: -11.0; K: 103.3
13. CCC(=O)Nc1cccc(C(=O)/C=C/c2cc(Br)ccc2OC)c1
  A: 1.6; B: 110.0; C: -15.0; D: 2.0; E: 0.5; F: -3.0; G: 106.0; H: -5.0; I: -8.0; J: -1.0; K: 107.0
14. Cc1cccc(S(=O)(=O)c2c(N)n(/N=C/c3ccccc3)c3nc4ccccc4nc23)c1
  A: -0.4; B: 102.0; C: -2.0; D: -6.0; E: -0.1; F: -3.0; G: 99.2; H: -4.0; I: -1.0; J: -9.0; K: 99.5
15. O=C(COc1ccc(F)cc1)NCC1CCCO1 (stereo not drawn)
  A: 3.9; B: 107.2; C: -16.0; D: -2.0; E: 0.3; F: -1.0; G: 104.0; H: -5.0; I: -12.0; J: -7.0; K: 102.0

Values by screen from the entries so far.
Compounds 7 to 12 in RGS8-Gao reg, in turn: 104.2, 99.0, 79.9, 125.2, 95.0, 100.5
Compounds 7 to 12 in Bim-Bfl-1, in turn: 0.0, -18.0, 0.0, -2.0, -2.0, -23.0

Back to the main list, starting 3 compounds before the break.
Values run as follows: ABCG2 inh, RGS4-Gao reg, Bim-Bfl-1, Bcl-W Bim block, ABCB1 inh, Mcl-1 Bim block, RGS8-Gao reg, Bim-Bcl-2, Bim-Bcl-B, Bcl-XL Bim block, RGS7-Gao
13. CCC(=O)Nc1cccc(C(=O)/C=C/c2cc(Br)ccc2OC)c1
  1.6, 110.0, -15.0, 2.0, 0.5, -3.0, 106.0, -5.0, -8.0, -1.0, 107.0
14. Cc1cccc(S(=O)(=O)c2c(N)n(/N=C/c3ccccc3)c3nc4ccccc4nc23)c1
  -0.4, 102.0, -2.0, -6.0, -0.1, -3.0, 99.2, -4.0, -1.0, -9.0, 99.5
15. O=C(COc1ccc(F)cc1)NCC1CCCO1 (stereo not drawn)
  3.9, 107.2, -16.0, -2.0, 0.3, -1.0, 104.0, -5.0, -12.0, -7.0, 102.0
16. COc1ccc(C(CC(=O)c2ccc(C)cc2)Nc2ccc([N+](=O)[O-])cc2)cc1 (stereo not drawn)
  6.2, 101.3, -19.0, -4.0, 0.8, -4.0, 100.4, -14.0, -8.0, -5.0, 93.2
17. COc1ccc(C(c2nnnn2C2CCCC2)N2CCN(C3CCCC3)CC2)cc1OC (stereo not drawn)
  0.1, 99.4, -9.0, 0.0, 0.1, -1.0, 101.9, -7.0, -7.0, -5.0, 96.5
18. CCNc1ccc(C(=O)OCC)cc1NC(=O)c1cccc(S(=O)(=O)N(C)c2ccccc2)c1
  6.3, 97.6, -8.0, -5.0, 2.3, -6.0, 102.5, -8.0, -7.0, -4.0, 102.1
19. CCCCn1cnc2cc(NCc3ccncc3)ccc21
  6.2, 102.4, -14.0, -7.0, 0.1, -4.0, 99.4, -16.0, -9.0, -13.0, 105.1
20. O=c1oc2ccccc2cc1-c1csc(NN=C2CCCC2)n1
  1.5, 96.9, -8.0, -7.0, -0.1, -5.0, 101.7, -8.0, -9.0, -8.0, 96.2
21. c1coc(-c2nc3c([nH]2)CCc2nonc2-3)c1
  ., 104.8, -9.0, 3.0, ., 4.0, 101.6, 0.0, -7.0, -5.0, 101.5
22. CCOC(=O)C1(Cc2ccccc2Cl)CCN(Cc2csc(C(C)=O)c2)CC1
  3.7, 99.0, -5.0, -4.0, 3.9, 0.0, 99.7, -1.0, -3.0, -3.0, 96.5
23. COc1cc(OC)cc(C(=O)NC2CC3CCC(C2)N3Cc2ccco2)c1 (stereo not drawn)
  2.7, 104.2, -2.0, -2.0, 0.6, -2.0, 103.1, 0.0, -4.0, 0.0, 103.2
24. Cc1cc2cc(CCNC(=O)CC(C)(C)C)c(=O)[nH]c2cc1C
  3.2, 99.3, -6.0, -3.0, 0.8, -1.0, 95.8, -2.0, 1.0, -5.0, 97.2

Numbers 21–24 from above:
Values run as follows: ABCG2 inh, RGS4-Gao reg, Bim-Bfl-1, Bcl-W Bim block, ABCB1 inh, Mcl-1 Bim block, RGS8-Gao reg, Bim-Bcl-2, Bim-Bcl-B, Bcl-XL Bim block, RGS7-Gao
21. c1coc(-c2nc3c([nH]2)CCc2nonc2-3)c1
  ., 104.8, -9.0, 3.0, ., 4.0, 101.6, 0.0, -7.0, -5.0, 101.5
22. CCOC(=O)C1(Cc2ccccc2Cl)CCN(Cc2csc(C(C)=O)c2)CC1
  3.7, 99.0, -5.0, -4.0, 3.9, 0.0, 99.7, -1.0, -3.0, -3.0, 96.5
23. COc1cc(OC)cc(C(=O)NC2CC3CCC(C2)N3Cc2ccco2)c1 (stereo not drawn)
  2.7, 104.2, -2.0, -2.0, 0.6, -2.0, 103.1, 0.0, -4.0, 0.0, 103.2
24. Cc1cc2cc(CCNC(=O)CC(C)(C)C)c(=O)[nH]c2cc1C
  3.2, 99.3, -6.0, -3.0, 0.8, -1.0, 95.8, -2.0, 1.0, -5.0, 97.2
